CIT2-GFP yeast = modulators of TOR pathway CIT2-GFP in S. cerevisiae. S. cerevisiae CIT2-GFP strain, flow cytometry, 3 h; 100 means same as DMSO wells. GFP response vs DMSO, % at 10 µM. 0.065% of 320,000 active;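 active means GFP response relative to DMSO above a set limit, near the screen mean plus 3 SD, cut at about 150% in these data; inconclusive means Fewer than 70 cells measured for a yeast strain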;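 further: ratio of well median GFP fluorescence to mean of DMSO wells on the plate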
JMJD2C inh = blocks human GASC-1 demethylase activity. 0.069% of 330,000 active. inhibition, % at 2.35 µM. AID 2099. GST-JMJD2C(1-420) H3K9me3 demethylation, DELFIA europium. Q9H3R0;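 active means more than half of a compound's replicate wells show inhibition beyond 50%, single wells judged on their own value; inconclusive means some, but no more than half, of replicates pass 50% inhibition; inactive means no replicate passes 50% inhibition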;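 further: signal counts dimethyl H3K9 product captured on neutravidin plate; 0% = median of DMSO wells and 100% = 0.3 times that DMSO median; strong numbers were not always called active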
Target sequence (Q9H3R0 1-420 limits assumed): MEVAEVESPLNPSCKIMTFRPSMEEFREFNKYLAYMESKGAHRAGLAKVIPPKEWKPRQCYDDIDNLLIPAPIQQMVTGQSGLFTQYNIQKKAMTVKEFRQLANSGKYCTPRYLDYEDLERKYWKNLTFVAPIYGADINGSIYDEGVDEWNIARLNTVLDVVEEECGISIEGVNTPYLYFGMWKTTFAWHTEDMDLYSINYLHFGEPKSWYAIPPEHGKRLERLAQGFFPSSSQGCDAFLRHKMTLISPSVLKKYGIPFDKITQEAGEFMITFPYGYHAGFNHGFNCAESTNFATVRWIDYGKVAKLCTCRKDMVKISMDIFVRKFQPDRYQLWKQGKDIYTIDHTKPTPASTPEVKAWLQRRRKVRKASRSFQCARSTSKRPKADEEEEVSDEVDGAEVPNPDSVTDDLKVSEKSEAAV
RPL19A-GFP yeast = modulators of TOR pathway RPL19A-GFP in S. cerevisiae | S. cerevisiae RPL19A-GFP strain, flow cytometry, 3 h; stronger effect = lower value | percent response vs DMSO, % at 10 µM | 0.3% of 330,000 active;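 active means percent response vs DMSO below 50%; inconclusive means fewer than 70 events counted for the yeast strain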;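 further: median channel GFP fluorescence of the barcoded RPL19A-GFP strain; ratio of sample median GFP to plate DMSO average so 100% = DMSO; lower means less RPL19A-GFP as with rapamycin TOR inhibition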
VLA-4 inh = inhibition in a human VLA-4 binding assay; P13612; VLA-4 expressing cells, ligand binding flow cytometry; inhibition, % (about 7 µM as worked out from the volumes in the protocol); 0.2% of 330,000 active; in the data active means inhibition above about 50%
LAP4-GFP MLPCN = modulators of TOR pathway LAP4-GFP in S. cerevisiae; 0.34% of 320,000 active; S. cerevisiae LAP4-GFP multiplex, flow cytometry GFP, 3 h; median GFP as percent of DMSO wells; GFP response vs DMSO, % at 10 µM;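 active means GFP response vs DMSO above a set limit, about the screen mean plus 3 SD, cut at about 150% in these data; inconclusive means under 70 cell events counted for the yeast strain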
MEP2-GFP yeast = modulators of TOR pathway MEP2-GFP in S. cerevisiae; S. cerevisiae MEP2-GFP strain, flow cytometry GFP, 3 h; 100% = DMSO control level; GFP response vs DMSO, % at 10 µM; 0.51% of 330,000 active;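 active means GFP response versus DMSO above a set limit, roughly screen mean plus 3 SD, cut at about 180% in these data; inconclusive means fewer than 70 cells counted for a yeast strain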;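 further: median GFP fluorescence of the barcode-gated MEP2-GFP cells per well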
GRK2 aptamer HTS = human GRK2 inhibition via aptamer displacement | 0.59% of 330,000 active | P25098 | AID 488847 | inhibition of aptamer binding, % at 10 µM | bead flow cytometry, FAM-aptamer displacement from GRK2;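 active means inhibition of aptamer binding above 40%, roughly 3 SD of noise, on plates passing a quality check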;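 further: median bead fluorescence of bound FAM aptamer so fluorescent compounds give negative values; no value below 0 was filed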
Target sequence (P25098 whole entry, looked up): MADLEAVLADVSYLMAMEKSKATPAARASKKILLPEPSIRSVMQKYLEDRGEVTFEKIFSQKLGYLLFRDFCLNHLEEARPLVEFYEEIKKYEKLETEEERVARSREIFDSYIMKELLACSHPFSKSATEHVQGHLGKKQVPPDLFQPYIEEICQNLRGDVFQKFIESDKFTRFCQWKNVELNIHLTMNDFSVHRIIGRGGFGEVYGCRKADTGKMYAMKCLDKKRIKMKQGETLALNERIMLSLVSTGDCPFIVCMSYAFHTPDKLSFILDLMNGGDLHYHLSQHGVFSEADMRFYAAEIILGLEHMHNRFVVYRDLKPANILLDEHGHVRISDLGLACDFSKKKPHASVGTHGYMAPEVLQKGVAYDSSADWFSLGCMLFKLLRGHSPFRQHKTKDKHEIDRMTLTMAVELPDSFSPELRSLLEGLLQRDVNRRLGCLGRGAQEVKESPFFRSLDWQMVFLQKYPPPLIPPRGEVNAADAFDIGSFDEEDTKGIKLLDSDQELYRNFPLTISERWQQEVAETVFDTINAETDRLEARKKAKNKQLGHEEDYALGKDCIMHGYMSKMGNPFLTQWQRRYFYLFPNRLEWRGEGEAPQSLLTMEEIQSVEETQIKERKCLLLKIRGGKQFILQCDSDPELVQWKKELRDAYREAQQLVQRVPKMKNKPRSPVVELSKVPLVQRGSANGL
AGP1-GFP MLPCN = alters AGP1-GFP fluorescence in TOR pathway yeast screen; S. cerevisiae AGP1-GFP multiplex flow cytometry, 3 h; GFP as percent of DMSO wells; GFP response vs DMSO, % at 10 µM; 0.02% of 320,000 active;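 active means GFP response relative to DMSO above a set limit, near screen average plus 3 SD, cut at about 150% in these data; inconclusive means fewer than 70 cells counted for the yeast strain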;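 further: median GFP channel fluorescence of the gated AGP1 strain per well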
* = called active by the depositor; ? = inconclusive; . = not tested or not shown; & = joins results of further samples; [ ] = dose if it differs, or a comment.

SMILES	CIT2-GFP yeast	JMJD2C inh	RPL19A-GFP yeast	VLA-4 inh	LAP4-GFP MLPCN	MEP2-GFP yeast	GRK2 aptamer HTS	AGP1-GFP MLPCN
COc1ccc(CCC(=O)OCC(=O)Nc2ccc(OC)c(OC)c2)cc1OC	98.5	2.6	108.5	18.2	111.5	110.6	3.0	106.9
CC(C)(C)c1ccc(C(=O)c2c[nH]c(C(=O)NCc3cccs3)c2)cc1	101.3	-13.4	100.5	-11.7	107.6	104.9	0.0	107.2
Cc1ccc(NS(=O)(=O)c2cc(NC(=O)c3ccc4c(c3)NC(=O)CS4)ccc2C)c(C)c1	89.7	5.4	92.8	11.0	79.5	91.1	0.0	96.0
COc1cc(OC)c(NC2c3ccccc3C(=O)N2c2cc(C)ccn2)cc1Cl (stereo not drawn)	93.7	-10.7	98.9	-7.4	104.0	99.2	0.0	101.9
Nn1c(SCC(=O)NC2CCCCC2)nnc1-c1ccc(Cl)cc1	.	-2.9	95.7	-2.7	87.0	96.3	1.0	93.8
CCc1ccc(NC(=O)Cn2nnc(C(=O)NCCc3ccc(OC)c(OC)c3)c2N)cc1	95.5	-8.7	98.2	-7.2	95.3	96.0	3.0	98.2
COc1cccc(C(=O)N2CCN(C(=O)COc3ccc4ccccc4c3)CC2)c1	109.2	10.2	101.0	7.9	96.3	95.3	3.0	96.9
CN(c1ccccc1)S(=O)(=O)c1cccc(NC(=O)CSc2nccc(=O)[nH]2)c1	99.8	-2.0	109.5	-10.5	121.5	112.6	0.0	112.7
CC(C)c1ccc(OCCCN2CCCC2)cc1	101.4	-6.8	102.3	-11.8	92.8	100.5	0.0	100.9
CCOC(=O)C1=C(C)NC(=O)C(C#N)C1c1ccncc1 (stereo not drawn)	68.4	3.5	111.9	14.7	93.8	94.2	0.0	74.6
CCOC(=O)c1ccc(CNC(=O)C2CCC(=O)N(CCc3ccccc3)C2)o1 (stereo not drawn)	110.0	-21.3	100.5	13.7	96.1	93.5	2.0	99.5
O=C(O)CN(c1ccccc1)S(=O)(=O)c1cc(C(F)(F)F)cc(C(F)(F)F)c1	100.4	-7.2	97.6	-1.8	88.4	96.9	1.0	103.8
NS(=O)(=O)c1ccc2c(c1)oc(=O)c1cc(S(N)(=O)=O)ccc12	100.1	-16.3	95.6	16.4	100.1	98.0	0.0	104.0
CCOC(=O)c1c(NC(C)=O)sc2c(OCCN(CC)CC)c(Br)ccc12	101.9	-25.8	98.8	2.6	90.9	93.5	0.0	102.8
Cc1cc(NS(=O)(=O)c2ccc(NC(=O)CCCOc3ccccc3)cc2)no1	106.6	0.7	99.7	5.4	93.5	103.4	2.0	102.4
Cc1csc(NC(=O)Cc2c[nH]c3ccccc23)n1	89.7	6.0	102.0	-13.7	91.1	94.0	0.0	99.9
CN(C)C(=O)c1cc(C(=O)c2ccccc2)c[nH]1	109.1	12.9	110.4	-3.6	101.0	107.5	4.0	112.2
Cc1ccc(S(=O)(=O)N(Cc2ccc(Cl)cc2)c2ccccc2C(=O)O)cc1	82.8	3.1	100.9	-12.2	82.9	86.5	0.0	89.6
CCOc1ccc(-c2noc(-c3ccncc3)n2)cc1OCC	89.5	-3.9	90.2	7.0	111.7	96.6	1.0	94.7
COc1ccccc1N1C(=O)c2cccc3c(Cl)ccc(c23)C1=O	95.3	-0.8	103.3	2.7	94.3	99.6	2.0	97.2
CCC(=O)N/N=C(\C)CC(=O)Nc1ccccc1-c1ccccc1	94.4	3.5	99.0	.	98.0	104.4	6.0	104.3
CCN1CCN(c2ccc(S(=O)(=O)N3CCCCC3)cc2NC(=O)Cc2ccccc2F)CC1	95.4	-3.9	96.4	-16.9	103.9	102.0	0.0	103.0
COC(=O)[C@H](Cc1c[nH]c2ccccc12)NC(=O)CCCc1c[nH]c2ccccc12	104.9	6.4	106.8	16.3	94.0	105.7	6.0	102.6
O=C1C=C(c2ccc3c(c2)OCO3)C[C@@H](c2ccc(F)cc2)C1	108.8	5.5	107.1	0.0	109.3	104.4	4.0	111.3
COc1cccc(S(=O)(=O)Nc2ccc3c(c2)OCCO3)c1	106.0	74.7	105.6	-7.7	96.2	99.1	3.0	107.9
CCOCCOC(=O)c1cccc2c1-c1ccccc1C2=O	101.6	20.8	100.5	-4.4	95.2	105.4	6.0	97.0
O=C(CCN1C(=O)/C(=C\c2ccccc2F)SC1=S)Nc1ccc(C(=O)O)c(O)c1	87.4	-0.1	94.4	10.8	129.9	112.9	1.0	101.3
CCc1ccc(N(CC(=O)NC2CCCCC2)C(=O)CCC(=O)Nc2ccccn2)cc1	96.4	-3.0	96.9	1.5	93.4	83.2	2.0	100.6
CC(C)(C)Sc1ccc([N+](=O)[O-])cc1C(=O)Nc1ccncc1	110.9	-9.4	98.9	-3.8	109.3	95.4	4.0	111.4
CC(=O)CSc1nnc(NC(=O)CCc2ccccc2)s1	100.4	0.0	100.7	2.2	98.8	101.9	0.0	105.9
Brc1ccc2ncnc(NCc3cccnc3)c2c1	109.3	-7.5	101.5	-4.3	107.3	100.0	0.0	112.7
O=C(N/N=C/c1cccc(C(F)(F)F)c1)c1ccc(O)cc1	102.6	-10.8	111.5	-17.0	94.8	106.5	2.0	93.4
O=C(Cn1cnc2c(nnn2-c2cccc(Cl)c2)c1=O)NCc1ccccc1	99.4	-5.4	104.6	-6.4	112.2	98.6	0.0	98.5
CC(=O)N1CCc2cc(S(=O)(=O)Nc3cccc(C(F)(F)F)c3)ccc21	105.0	-6.9	101.5	-6.2	105.3	113.4	0.0	106.5
CCOC(=O)CSc1nsc(SCC(=O)OCC)c1C#N	91.5	?	98.2	7.0	102.6	100.2	2.0	96.8
CCCc1cc(=O)oc2c3c(c(Cl)cc12)OCN(CCCO)C3	?	10.6	19.7*[may fluoresce violet]	2.3	63.1[may fluoresce violet]	885.5*[may fluoresce violet]	5.0	?
Cc1nc(N2CCCCC2)c2c(C)c(C(=O)Nc3ccccc3C(F)(F)F)sc2n1	95.9	-9.7	107.1	-6.0	105.0	94.1	5.0	94.2
CC(C)Cn1c(CN2CCCCC2C)nc2c1c(=O)n(C)c(=O)n2C (stereo not drawn)	85.7	10.5	92.1	4.3	92.0	91.9	0.0	88.5
O=C(CN(c1ccc(F)cc1)S(=O)(=O)c1ccc2c(c1)OCCO2)Nc1cccnc1	100.7	1.9&-2.4	95.8	-4.3	104.2	102.5	0.0	101.3
COc1cc(S(=O)(=O)Nc2cccc(C)c2)ccc1N=Cc1c(C)[nH]n(-c2ccccc2)c1=O	98.5	-1.1	98.5	8.2	87.8	79.4	0.0	95.6
Cc1cc(C)cc(NC(=O)C2CCN(S(C)(=O)=O)CC2)c1	99.5	-8.1	99.8	1.8	104.6	105.0	0.0	100.7
COc1ccccc1NC(=S)N1CCNC(=O)C1CC(=O)Nc1cccc(C)c1 (stereo not drawn)	101.3	2.4	101.8	6.9	108.6	101.8	0.0	112.6
Cc1cc(C)n(-c2nnc(N3CCN(c4ccc(F)cc4)CC3)nn2)n1	86.3	1.0	92.8	3.9	107.4	105.5	1.0	92.7
COc1cccc(-c2cc(C(F)(F)F)c(C#N)c(=O)[nH]2)c1	90.4	-4.1	100.6	8.8	97.6	98.1	0.0	98.4
CCCCCCCCOC1OC(CO)C(O)C(O)C1NC(C)=O (stereo not drawn)	88.3	-0.6	94.7	7.0	89.7	94.2	0.0	91.6
COC(=O)c1cc(C(=O)Nc2ccc(S(N)(=O)=O)cc2)cc([N+](=O)[O-])c1	100.2	7.3	98.5	5.6	104.0	107.1	20.0	101.3
Fc1ccc(N2CCN(Cc3cnc(N4CCOCC4)s3)CC2)cc1	99.1	8.6	99.4	-11.1	97.5	95.7	0.0	101.6
CCOc1ccc(-n2c(=S)sc3c(=O)[nH]c(SCC(=O)NCC4CCCO4)nc32)cc1 (stereo not drawn)	103.9	5.4	102.4	16.2	86.8	86.9	0.0	94.7
OCCN1CN=C(Nc2nc3ccccc3s2)NC1	86.0	-3.0	101.6	-1.6	104.7	102.6	2.0	102.2
Cn1c(=O)[nH]c(=O)c2c1nc(Br)n2CCSc1nnnn1-c1ccccc1	100.1	-11.3	99.8	-0.5	101.5	100.5	4.0	99.5
CCOC(=O)CC(=O)Nc1nc2ccccc2s1	98.0	-0.3	99.1	28.1	99.8	98.9	1.0	107.6
CN(CCCC1CCCC1)C(=O)c1cc(COc2c(F)cccc2F)on1	87.0	-2.8	101.5	1.5	83.9	96.0	3.0	88.5
CCN(CC)CCN(C(=O)CCS(=O)(=O)c1ccccc1)c1nc2cc(C)cc(C)c2s1	103.0	-6.0	96.2	-0.2	99.8	104.6	0.0	101.0
Cc1ccccc1S(=O)(=O)N1CCN(C)CC1	101.0	0.4	91.9	-0.5	97.9	108.1	1.0	105.0
COc1ccc(CC(=O)N2CCN(c3cccc(C)c3C)CC2)cc1	91.8	28.3	99.9	13.1	91.2	96.8	1.0	96.9
Cc1ccc(-n2nnnc2-c2cnc3ccc(Cl)cc3c2-c2ccccc2)cc1	98.8	89.7	98.9	1.9	101.4	92.9	3.0	105.5
Cc1nn(C)c(C)c1CCC(=O)NC1CC(C)(C)Cc2c1cnn2-c1ccccc1 (stereo not drawn)	104.5	-3.0	99.9	5.0	91.2	98.1	1.0	99.4
Cc1ccc(S(=O)(=O)N2CCC(C(=O)OCC(=O)N3CCCCC3C)CC2)cc1C (stereo not drawn)	83.2	-21.2	90.9	-11.8	94.5	89.9	2.0	93.7
CC(=O)c1c(C)[nH]c(C(=O)N(C)CC(=O)Nc2ccc(Cl)c(C(F)(F)F)c2)c1C	99.4	0.4	102.1	-0.5	98.0	99.3	7.0	101.0
O=[N+]([O-])c1ccc(/C([O-])=C(/C(=S)Nc2ccccc2F)[n+]2ccccc2)cc1	103.8	4.6	95.8	-19.2	105.4	98.0	3.0	103.8

Pulled one by one from above, two records:
SMILES	CIT2-GFP yeast	JMJD2C inh	RPL19A-GFP yeast	VLA-4 inh	LAP4-GFP MLPCN	MEP2-GFP yeast	GRK2 aptamer HTS	AGP1-GFP MLPCN
CCN(CC)CCN(C(=O)CCS(=O)(=O)c1ccccc1)c1nc2cc(C)cc(C)c2s1	103.0	-6.0	96.2	-0.2	99.8	104.6	0.0	101.0
CCOc1ccc(-n2c(=S)sc3c(=O)[nH]c(SCC(=O)NCC4CCCO4)nc32)cc1 (stereo not drawn)	103.9	5.4	102.4	16.2	86.8	86.9	0.0	94.7

Next part
SMILES	CIT2-GFP yeast	JMJD2C inh	RPL19A-GFP yeast	VLA-4 inh	LAP4-GFP MLPCN	MEP2-GFP yeast	GRK2 aptamer HTS	AGP1-GFP MLPCN
CCOc1ccccc1NC(=O)CN1C(=O)C(=O)N(Cc2ccco2)C1=O	105.0	-4.0	106.3	7.7	112.3	108.3	0.0	113.2
Cc1ccc(-c2cc(C(F)(F)F)nc(SCC(=O)c3cccc([N+](=O)[O-])c3)n2)cc1	95.0	3.9	97.5	14.1	100.3	102.2	0.0	101.7
CC(=O)OC(C(=O)NC1CCCCC1)c1ccc(C#N)cc1 (stereo not drawn)	104.0	-19.1	104.4	6.6	101.5	107.5	2.0	102.4
CCCCN(CC(=O)NCc1ccc(F)cc1)C(=O)c1ccco1	104.3	-12.9	98.3	1.9	99.2	71.2	2.0	81.0
CCOC(=O)c1c(/N=C/c2ccc(C)cc2O)sc2c1CCC2	92.2	12.2	100.7	-8.8	103.8	97.4	2.0	100.9
COCCn1c(COC)nc2ccccc21	79.3	-10.7	95.3	21.2	88.2	93.1	2.0	84.5
